High-throughput results deposited in PubChem BioAssay by several laboratories.
MITF act: activators of MITF-driven TRPM1 promoter reporter, primary screen, cell-based, SK-MEL-5, luciferase, single point. SK-MEL-5 TRPM1-promoter luciferase, 24 h; % of positive control, neutral wells = 0. activation, % at 12.5 µM. 300,000 compounds, 0.75% hits;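 active means mean activation of at least 80% with every replicate also reaching 80%; inconclusive means mean reaches 80% but some replicate falls short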;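 further: 0% = neutral control wells and 100% = parthenolide positive control wells; values of inactives mirror those of a sister screen read the other way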
Arr AP2 block: inhibitors of beta-arrestin/AP2 binding, primary screen, biochemical, GPCR trafficking, flow cytometry | FITC-arrestin peptide / GST-AP2 beads; AP2 beta2 appendage carries R879A mutation | AID 504490, 2011 | 340,000 compounds, 0.31% hits | inhibition, % at 10 µM | beta-arrestin 1 C-terminal peptide binding to AP2 beta2-adaptin appendage (human);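 active means inhibition above a set limit, near 3 SD of compounds lacking own fluorescence, cut at about 54% in these data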;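 further: plate controls were DMSO wells for no effect and 5 µM unlabelled arrestin peptide for full effect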
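Material – AP2 appendage R879A on GSH beads · Buffer or medium – PBS with 0.05% Tween 20 and 0.1% BSA · Probe or stimulus – fluorescein-tagged arrestin peptide at 50 nM final · Incubation – compound with beads 12 min RT, then probe 1 h RT · Detection – high-throughput flow cytometry of beads, ex 488, em 535 nm · Evaluation – percent response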
CDK5 p35 inh: inhibitors of human CDK5/p35 kinase, primary screen, biochemical, single concentration; Recombinant CDK5/p35, ADP-Glo luminescence, 60 min; inhibition, % at 10 µM; 330,000 compounds, 0.01% hits;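 active means highest replicate inhibition of at least 50% and at least 75% of replicates reaching 50%; inconclusive means only one of the two criteria met; inactive means both criteria failed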;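 further: plate controls were DMSO neutral control for no effect and GW8510 at 10 µM for full effect; many of its hits are not listed in these tables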
Target sequence (Q00535 whole entry, looked up): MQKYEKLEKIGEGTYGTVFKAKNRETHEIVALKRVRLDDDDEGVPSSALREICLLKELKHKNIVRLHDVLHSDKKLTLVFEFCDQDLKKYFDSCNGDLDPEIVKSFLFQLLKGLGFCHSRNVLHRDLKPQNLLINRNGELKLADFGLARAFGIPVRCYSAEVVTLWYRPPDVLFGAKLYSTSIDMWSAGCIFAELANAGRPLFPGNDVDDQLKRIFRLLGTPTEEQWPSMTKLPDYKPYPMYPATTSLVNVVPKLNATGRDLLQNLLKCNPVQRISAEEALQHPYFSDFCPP
Target sequence (Q15078 whole entry, looked up): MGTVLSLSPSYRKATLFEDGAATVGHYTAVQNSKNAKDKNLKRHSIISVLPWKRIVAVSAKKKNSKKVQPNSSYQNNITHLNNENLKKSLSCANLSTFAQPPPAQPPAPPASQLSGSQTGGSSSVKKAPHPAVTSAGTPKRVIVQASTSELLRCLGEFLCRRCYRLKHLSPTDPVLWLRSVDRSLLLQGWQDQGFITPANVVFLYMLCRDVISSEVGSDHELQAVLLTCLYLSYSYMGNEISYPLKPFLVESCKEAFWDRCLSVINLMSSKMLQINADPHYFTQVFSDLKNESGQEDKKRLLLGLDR
SR-BI uptake up: activators of SR-BI mediated DiI-HDL uptake, primary screen, ldlA[mSR-BI] CHO cells, DiI fluorescence; activation, % at 12.5 µM; 320,000 compounds, 0.096% hits; 3 h; 100 = double the neutral-control signal;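 active means mean replicate activation of at least 60% and every replicate at or above 60%; inconclusive means mean or all-replicate condition met, but not both; inactive means mean below 60% and not all replicates reaching 60%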;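 further: 0% = median plate neutral-control signal and 100% = twice that signal; values of inactives mirror those of a sister screen read the other way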
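Test system: SR-BI-overexpressing, LDLR-lacking CHO cells. Measured by: DiI fluorescence, bottom read. Medium: Ham's F12 with 0.5% BSA, HEPES 25 mM, pH 7.4. Timing: 3 h uptake period with compound, 37 °C.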
SUMO Mot1 rescue: yeast Mot1-301 growth rescue at high temperature, primary screen, SUMOylation pathway inhibitor project, S. cerevisiae, ATP luminescence, 38.5C. AID 2716, 2010. growth rescue, % at 18.8 µM. S. cerevisiae Mot1-301 growth rescue; percent above DMSO median, 100 means doubled. 320,000 compounds, 1% hits;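 active means every valid replicate shows activation above 250% relative to neutral control wells; inactive means the rest, any valid replicate at or below 250%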;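 further: OY570 slx delta 5 strain wells were the positive control but not used for scaling; some compounds called inactive have numbers as strong as hits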
PKA-R1A activ: activators of PKA-R1A holoenzyme, primary screen, biochemical, fluorescence polarization, Cy5-IP20, bovine R1A, mouse PKAc | 340,000 compounds, 0.083% hits | activation, % at 11.4 µM | AID 504707, 2011 | cAMP-dependent protein kinase type I-alpha regulatory subunit (Bos taurus) + … | PKA-R1A dissociation; scaled: DMSO 0%, 113 µM cGMP 100%;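 active means percent activation above the mean of all tested compounds plus 3 SD, cut at about 19% in these data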;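 further: higher means more PKAc released from R1A so a rise in polarization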
NSD2 HMT inh: NSD2 histone methyltransferase inhibitors, primary screen, biochemical, AlphaScreen, single concentration, set 2; NSD2 peptide methylation, 120 min; inhibition, % at 12.5 µM; 310,000 compounds, 0.54% hits; in the data active means inhibition above about 50%
dFosB act: activators of delta FosB homodimer, primary screen, biochemical, fluorescence polarization, TAMRA-CDK5 oligo, single point; Protein FosB (Mus musculus), P13346; purified delta FosB; percent of positive-control signal above neutral wells; activation, % at 25 µM; 340,000 compounds, 0.99% hits;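 active means mean activation above about 17%, with every replicate also reaching it, limit read from the data, passing the limit was not always enough; inconclusive means only one of the two conditions met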;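 further: fluorescence polarization rise as delta FosB binds a TAMRA Cdk5 AP-1 oligo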
SR-BI HDL uptake: inhibitors of SR-BI mediated HDL lipid uptake, primary screen, ldlA[mSR-BI] cells, fluorescence, single point | Scavenger receptor class B member 1 (Mus musculus), Q61009 | ldlA[mSR-BI] CHO cells, DiI-HDL uptake fluorescence, 3 h | inhibition, % at 12.5 µM | 320,000 compounds, 0.96% hits;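 active means mean replicate inhibition of at least 70% and a set share of replicates each scoring 70 or more; inconclusive means meets just one of the two criteria; inactive means fails both criteria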;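 further: 0% = median of neutral control wells and 100% = median of positive control wells; values of inactives mirror those of a sister screen read the other way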
Target sequence (Q61009 whole entry, looked up): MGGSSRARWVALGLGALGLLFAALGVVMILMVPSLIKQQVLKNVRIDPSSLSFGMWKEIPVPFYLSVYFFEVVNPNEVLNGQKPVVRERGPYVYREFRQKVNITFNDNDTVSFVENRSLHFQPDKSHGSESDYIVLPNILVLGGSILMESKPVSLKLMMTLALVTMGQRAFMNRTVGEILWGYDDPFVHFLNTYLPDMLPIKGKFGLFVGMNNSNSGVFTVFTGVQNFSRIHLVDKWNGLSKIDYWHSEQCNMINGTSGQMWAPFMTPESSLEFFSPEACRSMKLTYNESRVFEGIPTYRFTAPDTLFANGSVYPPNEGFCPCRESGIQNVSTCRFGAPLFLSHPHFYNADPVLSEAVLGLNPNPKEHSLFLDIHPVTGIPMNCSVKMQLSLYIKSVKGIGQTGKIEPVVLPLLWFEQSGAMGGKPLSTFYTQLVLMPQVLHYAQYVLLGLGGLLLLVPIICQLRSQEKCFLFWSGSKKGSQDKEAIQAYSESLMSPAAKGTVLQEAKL
DSG3 Ab inh: inhibitors of pemphigus antibody binding to DSG3, primary screen, biochemical, bead-based, flow cytometry, scFv-GFP | DSG3-coupled beads, scFv-anti-DSG3-GFP binding; active compounds read low | 310,000 compounds, 0.48% hits | AID 588358, 2011 | binding (percent of control), % at 10 µM | Desmoglein-3 (Homo sapiens), P32926;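 active means binding more than 3 SD below its plate's average and above zero; inconclusive means below that plate limit but binding exactly zero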;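 further: hits lower antibody fragment binding to DSG3; some compounds called inactive have numbers as strong as hits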
PKA-R2B activ: activators of PKA-R2B holoenzyme, primary screen, biochemical, fluorescence polarization, Cy5-IP20, human. activation, % at 11.4 µM. 340,000 compounds, 0.079% hits. PKA-R2B holoenzyme dissociation; R2B truncated from residue 108, S112A mutant; 0% DMSO only, 100% 113 µM cGMP. cAMP-dependent protein kinase catalytic subunit beta (Homo sapiens) + cAMP-dependent …;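 active means activation above a cutoff set at the mean over all compounds plus 3 SD, cut at about 18% in these data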;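 further: higher means more holoenzyme dissociation and a rise in polarization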
The depositor's hits bear a star; ? = inconclusive; . = not tested or not shown. Not a hit list; 4.7% or so of the library scored in one or more.

SMILES	MITF act	Arr AP2 block	CDK5 p35 inh	SR-BI uptake up	SUMO Mot1 rescue	PKA-R1A activ	NSD2 HMT inh	dFosB act	SR-BI HDL uptake	DSG3 Ab inh	PKA-R2B activ
CC(C)c1ccc(NC(=O)CCN2C(=O)[C@@H]3Cc4ccccc4CN3C2=O)cc1	1	-11	.	18	160	-7	-1	-9	-18	111	-5
COc1ccc(Cc2nnc(NC(=O)c3ccc(OC(C)=O)cc3)s2)cc1OC	4	3	-0.4	13	24	-11	7	-4	-13	104	-11
COc1cccc(C(=O)C2CCCN(CC3=Cc4cc(OC)ccc4OC3)C2)c1 (configuration not stated)	6	-3	1.4	12	-16	-9	.	-6	-12	90	-2
Cc1noc(C)c1COc1ccccc1C(=O)NNC(=O)c1ccc(F)cc1	.	-14	1.8	19	-7	-4	-1	-4	-19	.	-2
O=C(CSc1nnc(-c2ccncc2)s1)Nc1ccccc1	-6	-4	-3.4	15	128	6	1	-7	-15	110	5
Cc1cccc(NC(=O)[C@@H](CC(C)C)NC(=O)[C@@H]2Cc3ccccc3CN2)c1	-2	29	-2.3	7	0	-6	0	-3	-7	104	-4
CNC[C@H](O)c1cccc(O)c1	8	-1	-0.6	12	112	-1	.	8	-8	106	3
CC(=O)NC12CC3CC(C1)CC(C(=O)N1CCN(c4ncccn4)CC1)(C3)C2	9	-3	0.9	29	-2	4	12	1	-29	89	5
O=C(/C=C/c1ccc(Br)cc1)NC(=S)Nc1ccc(S(=O)(=O)Nc2nccs2)cc1	2	37	0.1	-9	8	5	-1	-10	9	90	8
COc1ccc(F)cc1CSc1nnnn1-c1ccc(O)cc1	-7	1	1.2	.	110	0	-4	1	.	97	2
C=COCCNC(=S)Nc1ccccc1	5	-13	-0.7	-8	3	5	-2	4	8	103	-8
Cc1cc(C)c(NC(=O)CN2C(=O)CC(C)S(=O)(=O)c3ccccc32)c(C)c1 (configuration not stated)	0	-3	1.6	17	3	2	3	-1	-17	102	2
O=C(OCC(=O)N1CCc2ccccc2C1)c1cccs1	16	-4	-2.0	-12	-1	-2	-2	0	12	113	2
CCn1cc(C(=O)NCc2ccc(Cl)cc2)c(=O)c2cc(S(=O)(=O)N3CCOCC3)ccc21	2	-4	1.7	11	49	-8	.	-3	-11	104	7
CC(C)N(CCCNC(=O)CC1Oc2ccccc2NC1=O)Cc1ccccc1 (configuration not stated)	-3	-3	0.2	12	-3	-3	.	-1	-12	105	-8
Cc1cccc(N2CC(C(=O)OCC(=O)c3ccc(OC(=O)c4cccs4)cc3)CC2=O)c1C (configuration not stated)	.	16	-4.2	-19	-3	-11	-2	1	19	.	-10
O=S(=O)(/C=C/c1ccccc1)N1CCN(Cc2ccc3c(c2)OCO3)CC1	5	11	0.0	7	163	6	0	-4	-7	91	8
COc1ccc(S(=O)(=O)N(C)C[C@H]2Oc3c(NC(=O)C4CC4)cccc3C(=O)N([C@H](C)CO)C[C@@H]2C)cc1	-7	-4	-0.3	32	10	-8	.	3	-32	99	-5
CCOC(=O)c1cc(C#N)c(N2CCN(C(=O)c3cccc(C(F)(F)F)c3)CC2)nc1C(F)(F)F	-42	9	-0.5	-43	12	-7	-3	-3	43	.	1
CCc1ccc(C2=NN(CCC(=O)NCc3cccs3)C(=O)CC2)cc1	-2	0	0.0	.	8	-1	4	-5	.	102	-5
CCOC(=O)C1CCCN(C(=O)CN2C(=O)NC(C)(c3ccc4ccccc4c3)C2=O)C1 (configuration not stated)	7	-12	-0.6	-20	-6	-5	0	-4	20	102	5
COc1ccc(CCN(C)CC(=O)Nc2c(C)cc(C)cc2C)cc1OC	.	5	2.8	-15	4	-6	0	-4	15	122	7
CCOc1ccccc1/C=C(/NC(=O)c1ccccc1)C(=O)N1CCCCC1	-3	1	0.4	1	-6	-13	4	-6	-1	122	7
COc1ccccc1NC(=O)C(=O)N/N=C(\C)CC(=O)Nc1ccc(OCc2ccccc2)cc1	33	0	0.0	.	0	-3	0	-18	.	96	-8
Cc1ccc2nnnc(-c3ccccc3)c2c1	5	-4	-0.7	-10	7	-9	-2	-7	10	103	3
SMILES	MITF act	Arr AP2 block	CDK5 p35 inh	SR-BI uptake up	SUMO Mot1 rescue	PKA-R1A activ	NSD2 HMT inh	dFosB act	SR-BI HDL uptake	DSG3 Ab inh	PKA-R2B activ
Cc1nc(N2CCN(c3ccccn3)CC2)c2c(C)c(C(=O)Nc3ccc(F)c(Cl)c3)sc2n1	9	20	-0.5	-6	15	-14	-8	-5	6	98	-9
CC(=O)Nc1ccc(OCC(O)Cn2cnc3ccccc32)cc1 (configuration not stated)	.	6	-0.7	?	-2	-4	-1	5	-130	.	-8
Cc1cc(NC(=O)CSc2nc3ccccc3n2CC(=O)N2CCCCC2)no1	4	8	2.0	4	.	2	0	-7	-4	101	-1
CC1(C)Cc2ccccc2C(=NCC(=O)O)N1	5	2	-2.4	10	-8	6	-6	-3	-10	108	-8
C(=NN1CCCCCC1)c1ccc2ccccc2n1	-92	7	1.3	-7	.	7	3	-11	7	100	6
CN(C)Cc1c[nH]c2nc[nH]c(=O)c12	2	3	1.1	8	.	-3	-1	-5	-8	91	-9
COc1ccccc1-c1nc(C#N)c(N2CCN(Cc3ccccc3)CC2)o1	-8	-7	0.9	-28	135	7	4	3	28	106	-2
Cc1ccc(S(=O)(=O)NNC(=O)c2ccccc2-n2cccc2)cc1	-1	36	-2.8	26	51	-4	0	-3	-26	96	3
COc1ccc(N2CCN(C(=O)CCS(=O)(=O)c3ccc4c(c3)NC(=O)CO4)CC2)cc1	2	3	-0.2	8	-11	1	7	-8	-8	101	2
COc1ccccc1NC(=O)CSc1nnc(-c2ccc(NC(C)=O)cc2)n1C	5	-12	0.5	-18	3	-5	.	-1	18	108	-14
CCOc1cc(C2CC(=O)NC3=C2C(=O)C(C(=O)OC)C(C)C3)cc(Cl)c1O (configuration not stated)	4	7	-1.1	2	-7	1	1	4	-2	.	2
Cc1ccc(S(=O)(=O)Nc2ccc3c(c2)C(=O)N([C@H](C)CO)C[C@H](C)[C@@H](CN(C)Cc2ccc(-c4ccccc4)cc2)O3)cc1	15	3	0.6	76*	8	0	.	2	-76	104	-4
Cc1cc(Cl)n2c(nc3cc(F)c(F)cc32)c1C#N	-98	25	1.0	-11	.	4	18	-8	11	.	-7
COc1ccc(OC(C)C(=O)N2CC(C)OC(C)C2)cc1 (configuration not stated)	-9	6	-0.1	26	-20	-1	1	4	-26	83	-11
CC(C)(C)CN1CCNC(=O)C1CC(=O)N1CCC(C(=O)N2CCOCC2)CC1 (configuration not stated)	5	24	0.3	-4	-16	-4	79*	-17	4	108	6
COC(=O)c1ccc(-c2csc(NC(=O)c3c(C)noc3C)n2)cc1	40	-7	1.4	-15	.	7	-2	-10	15	97	-2
CCOc1cc(C(=O)Nc2nnc(C)s2)cc(OCC)c1OCC	.	-3	-0.8	-54	-7	7	.	-14	54	106	-9
COc1ccc(-c2cc(C(=O)Nc3cc(C)nn3-c3ccccc3)no2)cc1	2	7	2.0	-18	-2	-9	-5	23*	18	100	-3
O=[N+]([O-])c1ccc(C[n+]2cccc(O)c2)cc1	3	0	-0.2	22	8	8	.	-7	-22	101	7
CCCc1cc(=O)oc2cc(OCC(=O)N3CCC(C(N)=O)CC3)ccc12	-1	4	-1.5	4	3	4	.	-7	-4	100	6
CCN1C(=O)[C@H]2[C@@H](c3ccc(C)cc3)N3C(=O)N(c4ccc(OC)cc4)C(=O)[C@@]3(CC)[C@H]2C1=O	12	-8	0.6	19	3	4	.	1	-19	97	0
COCCn1cnc2c(c1=O)c1nc3ccccc3nc1n2/N=C/c1ccco1	.	37	2.0	12	-22	-16	-1	-36	-12	.	1
C=CCn1c(-c2cnn(-c3ccccc3)c2N)n[nH]c1=S	20	-1	-0.5	-3	-8	-4	-4	-7	3	.	1
C=CCn1c(O)c2ccc(C(=O)N=NC(=O)COc3ccccc3F)cc2c1O	10	34	-2.0	18	-1	0	0	-11	-18	104	15
COc1ccc(NS(=O)(=O)c2cc(NC(=O)C3CCCO3)ccc2N2CCCCC2)cc1 (configuration not stated)	1	-28	0.6	-9	-23	-5	0	-7	9	98	-5
SMILES	MITF act	Arr AP2 block	CDK5 p35 inh	SR-BI uptake up	SUMO Mot1 rescue	PKA-R1A activ	NSD2 HMT inh	dFosB act	SR-BI HDL uptake	DSG3 Ab inh	PKA-R2B activ
COc1cc(C(=O)NCCCNc2nc3c(C)cc(C)cc3cc2C#N)cc(OC)c1OC	15	23	0.8	-52	11	-6	-5	-11	52	96	0
COc1ccc(-n2nnnc2-c2cnc(N3CCCC3)nc2C(F)(F)F)cc1	.	5	0.0	-22	34	-2	52*	-17	22	.	-1
O=C(CCNc1cccc(C(F)(F)F)c1)c1ccco1	-1	-3	-3.9	-4	-5	-1	3	-5	4	95	-5
O=C1c2ccccc2C(=O)N1CC(O)COc1ccc(Cl)cc1 (configuration not stated)	6	10	-2.8	0	97	0	-2	0	0	94	3
O=C(Nc1ccc(Cl)cc1)c1ccc2nsnc2c1	67	-8	0.0	-51	5	-10	-3	0	51	99	-3
O=C(NCCCN1CCCC1=O)C1CCN(S(=O)(=O)c2cccc(C(F)(F)F)c2)CC1	0	-2	3.3	20	-7	1	1	-3	-20	113	2
